# Compound activity as filed in PubChem.
# GCN5L2 inh: qHTS Assay for Inhibitors of GCN5L2; Histone acetyltransferase KAT2A (Homo sapiens), Q92830; GCN5L2 HAT assay, ThioGlo1 CoA-SH fluorescence; Potency, µM (top dose mostly 58.9 µM), inactives show top-dose activity change, negative = inhibition, hits mostly inhibitors; hit rate 0.21% among 390,000; AID 504327, 2011
# Target sequence (Q92830 whole entry, looked up): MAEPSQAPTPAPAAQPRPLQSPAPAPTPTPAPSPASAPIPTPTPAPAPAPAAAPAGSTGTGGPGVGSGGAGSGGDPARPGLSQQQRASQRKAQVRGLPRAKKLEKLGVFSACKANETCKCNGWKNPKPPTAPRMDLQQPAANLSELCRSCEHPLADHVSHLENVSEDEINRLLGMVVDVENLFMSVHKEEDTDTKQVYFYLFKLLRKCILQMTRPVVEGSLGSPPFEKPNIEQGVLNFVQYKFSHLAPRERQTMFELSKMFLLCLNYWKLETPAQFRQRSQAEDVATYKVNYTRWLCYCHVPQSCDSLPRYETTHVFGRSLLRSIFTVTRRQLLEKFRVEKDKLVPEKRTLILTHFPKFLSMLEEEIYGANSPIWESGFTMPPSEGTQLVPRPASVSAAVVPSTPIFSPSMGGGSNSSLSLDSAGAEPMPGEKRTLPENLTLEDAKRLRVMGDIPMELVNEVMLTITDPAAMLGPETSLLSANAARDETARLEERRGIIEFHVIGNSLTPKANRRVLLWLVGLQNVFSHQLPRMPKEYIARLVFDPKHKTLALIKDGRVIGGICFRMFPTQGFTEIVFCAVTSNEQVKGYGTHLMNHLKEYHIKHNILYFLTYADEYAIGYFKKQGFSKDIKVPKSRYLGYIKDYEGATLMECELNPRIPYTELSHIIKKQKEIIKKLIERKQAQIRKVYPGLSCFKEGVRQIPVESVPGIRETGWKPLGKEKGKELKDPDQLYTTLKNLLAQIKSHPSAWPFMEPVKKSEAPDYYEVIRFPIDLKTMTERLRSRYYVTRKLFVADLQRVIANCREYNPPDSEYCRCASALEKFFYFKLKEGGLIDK
#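 Titration-based screen in which CoA formation is detected via maleimide probe ThioGlo1 (50uM) turning fluorescent on thiol reaction; substrates H3(1-25) 75uM and acetyl-CoA 70uM, GCN5L2 20nM, 20 min incubation at room temperature.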
# TDP1 cell noCPT: qHTS for Inhibitors of human tyrosyl-DNA phosphodiesterase 1 (TDP1): qHTS in cells in absence of CPT; DT40 Tdp1-/- hTDP1 cells, no CPT, ATP luminescence, 48 h; Potency, µM (top dose mostly 46.2 µM), inactives show top-dose activity change, negative = growth inhibition, actives largely listed as inhibitors; hit rate 15% among 420,000; note: nearly all actives have a fitted effect of over 55% in size
#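 Camptothecin absent (DMSO only). Human TDP1-complemented DT40 knockout cells, 400 cells/well, 37 °C for minimum 48 hr; ATP measured via CellTiter-Glo, 30 min dark incubation, luminescence.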
# DT40 TDP1 CPT: qHTS for Inhibitors of human tyrosyl-DNA phosphodiesterase 1 (TDP1): qHTS in cells in presence of CPT | chicken DT40 Tdp1-/-;hTDP1 cells + 20 nM CPT, ATP luminescence, 48 h | Potency, µM (series often up to 46.2 µM), for inactives: at the top dose activity change, negative = growth inhibition, usual class: inhibitors | hit rate 12% among 420,000 | AID 686979, 2013; note: nearly all actives have a fitted effect of over 55% in size
#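 Chicken DT40 Tdp1-/- cells stably complemented with human TDP1 were seeded at 400 cells/well in medium containing 20 nM camptothecin, exposed to pin-transferred compounds, and grown at 37 °C for at least 48 hr. Viability was read as ATP luminescence.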
# * hit, by the source's call; ? = inconclusive; nt = no result given; & = joins results of further samples; [ ] = remark or other dose. Calls come from the whole dose curve; as a rule, active = well fitted curve in the direction sought with a large enough effect; inconclusive = small, poorly fitted or top-dose-only effect, or another doubt; inactive = no such curve, though single readings can be large; an effect the other way counts as inactive or inconclusive. % is set by controls: 0 for no effect and ±100 for the full control effect; potency is the fitted concentration of half-maximal effect.
nr	molecule	GCN5L2 inh	TDP1 cell noCPT	DT40 TDP1 CPT
1	CC(OC(=O)c1cccn1C)C(=O)Nc1ccc2c(c1)OCO2 (stereo unspecified)	-13%	-27%	-3%
2	Cc1cccc(CC(=O)NCCN2CCOCC2)c1	-4%	1%	5%
3	Cc1nn(-c2ccccc2)c(=S)c2ccccc12	-8%	15%	-3%
4	COc1ccc(NC(=O)CSc2nnc(C3CCCCC3)o2)c(OC)c1	0%	-11%	?
5	CCOC(=O)c1[nH]c2ccc(OC)cc2c1NC(=S)N1CCN(c2ccccc2OC)CC1	-2%	8.2µM*	5.2µM*
6	COC(=O)CC1C(=O)NCCN1C(=O)c1cc(OC)c(OC)cc1OC (stereo unspecified)	1%	-15%	-2%
7	CC(C)(O)P(C)(=O)c1ccccc1 (stereo unspecified)	2%[0.501 µM]	-8%	-13%
8	COCCNS(=O)(=O)c1ccc2c3c(cccc13)C(=O)N2C	-19%	-21%	-10%
9	COc1ccc(CN(C)c2ncnc3sccc23)c(OC)c1OC	-5%	21µM*	12µM*
10	Cc1c(N=C2C(=O)Nc3ccccc32)c(=O)n(-c2ccccc2)n1C	-12%	-2%	1%
11	Cn1cc(Cl)c(/C(N)=N/OC(=O)c2ccccc2C(F)(F)F)n1	1%	0%	-14%
12	Cc1cc2oc(=O)cc(CN3CCN(Cc4ccccc4)CC3)c2cc1C	-3%	?	?
13	NC(=O)CC(NC(=O)Cc1ccc(Br)cc1)c1ccc(NC2CCCCCCC2)c([N+](=O)[O-])c1 (stereo unspecified)	nt	?	?
14	COc1cc(NC(=O)c2ccc(C)cc2)c(OC)cc1NC(=O)CN1CCCCC1	-3%	29µM*	21µM*
15	COc1ccc(N2CC(C(=O)OCC(=O)Nc3ccccc3C)CC2=O)cc1 (stereo unspecified)	-9%	-13%	-10%
16	C[C@H](CO)N1C[C@H](C)[C@@H](CN(C)C(=O)NC2CCCCC2)Oc2c(NC(=O)Nc3ccccc3)cccc2C1=O	-7%	-21%	-19%
17	CC1(c2nnnn2-c2ccc3c(c2)OCCO3)CCC(=O)N1CCCN1CCOCC1 (stereo unspecified)	nt	0%	-2%
18	CCN1CCOC(=O)C1CC(=O)Nc1ccc(Br)cc1 (stereo unspecified)	0%	?	23µM*
19	CCCCCCSc1nsc(NC(=O)CCC)n1	-9%	?	-4%
20	O=C(NCCCN1CCOCC1)C(=O)N/N=C/c1c2ccccc2cc2ccccc12	1%	21µM*	?

# New compounds follow.
nr	molecule	GCN5L2 inh	TDP1 cell noCPT	DT40 TDP1 CPT
21	Fc1ccc(Cn2nnnc2CN2CCc3ccccc3C2)cc1	-18%	?	?
22	COc1cc(/C=C2\SC(=S)N(Nc3ccccc3)C2=O)cc(OC)c1OC	3%	?	-2%
23	O=C(OCCSCCOC(=O)C1CC=CCC1)C1CC=CCC1 (stereo unspecified)	nt	9%	9%
24	COc1cc(S(=O)(=O)NC2CCCC2)ccc1Cl	-10%	?	-11%
25	CC1(C)CC(=O)C(CC(=O)N2CCC(Cc3ccccc3)CC2)C(=O)C1	-5%	-14%	0%
26	CCOc1ccc(/C=N/Nc2ccccn2)cc1	-7%	?	?
27	Cc1ccnc(NC(=O)CCc2c(C)nc3ncnn3c2C)c1	19%	2%	1%
28	Cc1nc(C)c(-c2ccc(SCC(=O)Nc3cccc(Cl)c3)nn2)s1	-28%	?	26µM*
29	CCCN1CCc2c(sc(NC(=O)Cc3ccc(F)cc3)c2C(N)=O)C1	0%	11%	-2%
30	COc1ccc(CN(C(=O)c2oc3ccccc3c2C)C2CCS(=O)(=O)C2)cc1 (stereo unspecified)	-1%	?	-1%
31	Cc1ccc(C)c(OCCC(=O)NCCc2ccc(Cl)cc2)c1	-5%	?	-27%
32	Cc1ccc(CN2CCN(Cc3cccc4c3OCO4)CC2CCO)cc1 (stereo unspecified)	-2%	?	?
33	C/C(=N\NC(=O)c1nn(C)cc1Br)c1ccncc1	4%	-9%	-26%
34	Cc1ccc(NC(=O)c2c(NC(=O)c3ccccc3)sc3c2CCC3)cc1	-3%	1%	-7%
35	CCc1cccc(CC)c1NC(=O)Cn1c(-c2ccc(F)cc2)noc1=O	?	-6%	3%
36	Cc1cccc(OCC(=O)Nc2ccc(S(=O)(=O)N(Cc3ccccc3)c3ccccc3)cc2)c1	-2%	3.3µM*	10µM*
37	COc1ccc(C2CCCCC2SCC(=O)O)cc1OC (stereo unspecified)	nt	-5%	-7%
38	CC(=O)c1ccc(Nc2cc(C)nc3ncnn23)cc1	-7%	4%	24%
39	O=C(c1ccncc1)N1CCN(S(=O)(=O)c2ccc3ccccc3c2)CC1	-2%	-18%	-17%
40	Cc1ccc(S(=O)(=O)N2CCN(C(=O)CSc3ccccn3)CC2)c(C)c1	-9%	-85%	?

# Additional records:
nr	molecule	GCN5L2 inh	TDP1 cell noCPT	DT40 TDP1 CPT
41	Cc1cc(C)n(CC(=O)NC2CCCc3c2cnn3-c2ccc(C)c(C)c2)n1 (stereo unspecified)	-1%	-23%	?
42	CC(C)COc1cccc(C(=O)Nc2ccc(CN3CCOCC3)cc2)c1	15%	?	23µM*
43	COc1cc(C)c(N)cc1C(C)C	-1%	-2%	-6%
44	CN(C)c1cccc(C(=O)NNC(=O)C23CC4CC(CC(C4)C2)C3)c1	2%	-8%	-5%
45	C/C(=N\NC(=O)c1nonc1N)c1cccs1	-5%	-15%	-18%
46	O=C(NCc1cccs1)C1CC(O)CN1C(=O)Nc1ccccc1 (stereo unspecified)	-6%	5%	8%
47	COc1ccc(-n2nc(C(=O)Nc3cccc(Cl)c3)c3c4ccccc4n(C)c3c2=O)cc1Cl	1%	-9%	-2%
48	CC(=O)Oc1ccc(CCC(C)OC(C)=O)cc1 (stereo unspecified)	0%	-16%	-16%
49	COc1ccc(C2C(C#N)=C(N)Oc3cc(O)ccc32)cc1 (stereo unspecified)	nt	-8%	-8%
50	COc1cccc(CNC(=O)C2CCN(S(=O)(=O)N3CCC4(CC3)OCCO4)CC2)c1	2%	-7%	-2%
51	CC1(C)Oc2ccc3ccc(=O)oc3c2/C(=C/NC2CCCCC2)C1=O	-11%	?	?
52	COc1cc(OC)cc(C(=O)NNC(=O)CCC(=O)c2cc(C)sc2C)c1	-1%	-17%	-8%
53	COC(=O)[C@@H](Cc1ccccc1)NC(=O)NCCc1ccc(OC)c(OC)c1	1%	-34%	-2%
54	COc1ccc(CCNC(=O)C2CCCN(c3nc4ccccc4s3)C2)cc1OC (stereo unspecified)	-7%	?	?
55	CS(=O)(=O)c1ccc(NCCN2CCOCC2)c([N+](=O)[O-])c1	-6%	12%	-2%
56	CC1(C)OC(=O)C(=CNn2cnc3ccccc3c2=O)C(=O)O1	-2%	-2%	-1%
57	COc1ccc(Oc2ccc(C(F)(F)F)cc2NC(=O)c2ccc(C)cc2)cc1	1%	?	?
58	CCOc1ccc(CCNC(=O)Cn2nc(C)n3cccc3c2=O)cc1OCC	3%	-24%	-7%
59	CC(=O)Oc1ccc2occ(C(=O)c3cccs3)c2c1	-1%	2%	-4%
60	NC(=O)c1ccc(/C(N)=N/S(=O)(=O)c2cc(C(F)(F)F)cc(C(F)(F)F)c2)cc1	-5%	?	-1%

# (next part)
nr	molecule	GCN5L2 inh	TDP1 cell noCPT	DT40 TDP1 CPT
61	CCC(C)NC(=O)Cn1c(=O)n(-c2ccc(C)c(C)c2)c(=O)c2c3c(sc21)CCCCC3 (stereo unspecified)	-2%	-4%	1%
62	COc1ccc(OC(=O)N2CCOCC2)cc1	1%	-2%	0%
63	COc1cc2c(cc1NC(=O)C(c1ccccc1)c1ccccc1)CCCC2	-9%	12µM*	?
64	CCOc1ccc(CNC(=O)c2ccc(Sc3ccc(Cl)cc3)c(NC(C)=O)c2)cc1	-3%&-5%	18µM*	23µM*
65	CCOc1cccc(C(=O)Nc2ccc3oc(-c4ccc(C(C)(C)C)cc4)nc3c2)c1	-6%	2.9µM*	?
66	Cn1c(CCN2CCN(c3ccccn3)CC2)nc2cc(NC(=O)COc3ccc(Cl)cc3)ccc21	-6%	4.1µM*	18µM*
67	CC(=O)Nc1ccc(/C=N/NC(=S)NC(C)C)cc1	-5%	-28%	?
68	CCN(CC)C(=O)c1ccc(O)c(OC)c1	-3%	-11%	1%
69	CCNS(=O)(=O)c1ccc(CCC(=O)N2CCN(c3cccc(Cl)c3)CC2)cc1	-1%	23µM*	?
70	CCOC(=O)N1CCN(C(=O)CN(C)S(=O)(=O)c2ccc(F)cc2)CC1	-2%	9%	9%
71	COC(=O)c1scc(-c2ccccc2)c1S(=O)(=O)Nc1cccc(C)c1C	-13%	26µM*	?
72	COc1ccc(CN(Cc2ccco2)C(=O)COc2ccccc2Cl)cc1	-12%	23µM*	?
73	O=C(NCc1ccccc1)C12CC3CC(CC(C3)C1)C2	0%	-14%	-2%
74	COc1ccc(Cl)cc1N(C)C(=O)CCNC(=O)Cn1cnc2ccccc2c1=O	-15%	-11%	?
75	CCCCC1C(=O)NN(c2ccccc2)C1=O (stereo unspecified)	nt	-6%	19%
76	N#Cc1ccccc1OCC(=O)OCC(=O)NC1CCCC1	-1%	-1%	0%
77	CCc1ccccc1Nc1cc(C(=O)NCCc2ccccc2)c2ccccc2n1	-12%	?	?
78	O=C(Nc1sc2c(c1C(=O)NCc1ccccc1)CCCC2)c1cc(=O)c2cc(Cl)ccc2o1	1%	-1%	11%
79	COc1cc(C(=O)Nc2c(C)cc(C)cc2C)c(Br)c(OC)c1OC	1%	?	-21%
80	CC(=O)N(c1ccc2oc(=O)sc2c1)S(=O)(=O)c1cccs1	0%	?	-27%

# A second format for some results above.
# Order of results: GCN5L2 inh, TDP1 cell noCPT, DT40 TDP1 CPT
75) CCCCC1C(=O)NN(c2ccccc2)C1=O (stereo unspecified)
→ nt, -6%, 19%
72) COc1ccc(CN(Cc2ccco2)C(=O)COc2ccccc2Cl)cc1
→ -12%, 23µM*, ?
68) CCN(CC)C(=O)c1ccc(O)c(OC)c1
→ -3%, -11%, 1%
70) CCOC(=O)N1CCN(C(=O)CN(C)S(=O)(=O)c2ccc(F)cc2)CC1
→ -2%, 9%, 9%
64) CCOc1ccc(CNC(=O)c2ccc(Sc3ccc(Cl)cc3)c(NC(C)=O)c2)cc1
→ -3%&-5%, 18µM*, 23µM*
67) CC(=O)Nc1ccc(/C=N/NC(=S)NC(C)C)cc1
→ -5%, -28%, ?

# (list continues)
nr	molecule	GCN5L2 inh	TDP1 cell noCPT	DT40 TDP1 CPT
81	CC(=O)c1c(C)[nH]c(C(=O)CSc2nnc3ccccn23)c1C	-1%	-12%	2%
82	O=C(NCc1cc(C(F)(F)F)ccc1Cl)c1cccc2c1C(=O)c1ccc(N3CCC(Cc4ccccc4)CC3)cc1S2(=O)=O	-2%	?	?
83	CC(=O)c1cccc(NC(=O)CSc2nnc(-c3ccncc3)o2)c1	1%	-15%	4%
84	CN1CCN(CCC(=O)Nc2ccc(OCc3ccccc3)cc2)CC1	0%	-2%	-11%
85	CC(=O)NCCN=Cc1sc2ccccc2c1O	-10%	4%	3%
86	Cc1ccc2nc(-c3ccc(SCC(=O)Nc4ccc5c(c4)OCCO5)nc3)[nH]c2c1	-5%	-59%	?
87	CC(=O)c1ccccc1OC(=O)c1ccco1	-10%	1%	-2%
88	Cn1c(CCNS(=O)(=O)c2ccccc2)nc2cc([N+](=O)[O-])ccc21	-6%	-12%	?
89	O=C1COc2ccc(S(=O)(=O)Nc3cccc(Cl)c3)cc2N1	-6%	2%	-20%
90	Cc1ccc(NC(=O)CS(=O)CC(=O)N(CC(=O)NC(C)(C)C)c2cccc(C)c2C)cc1 (stereo unspecified)	-3%	-23%	8%
91	CCc1nnc(NC(=O)CN2CC(C)OC(C)C2)s1 (stereo unspecified)	-3%	-9%	7%
92	Cc1nn(C(=O)c2ccc3c(c2)OCO3)c(N)c1-c1ccccc1	-12%	-22%	-9%
93	Cc1ccc(S(=O)(=O)C2(C(=O)NCc3ccccc3Cl)CC2)cc1	-8%	3%	?
94	O=C(CCSCCC(=O)N1CCCC1)N1CCCC1	-1%	-11%	-11%
95	O=C(COC(=O)C12CC3CC(CC(Br)(C3)C1)C2)Nc1c(F)cccc1F	-13%	5%	-22%
96	COc1ccc(C(=O)Nc2ccc(NC(=O)c3cccs3)cc2)cc1Cl	-1%	18µM*	15µM*
97	CC(C)(CNC(=O)c1ccccc1F)CNC(=O)c1ccccc1F	nt	?	-17%
98	Cc1ccc2c(c1)N(CC(=O)NC1CCCCCC1)C(=O)c1cccnc1O2	16%	-5%	-12%
99	COCC(=O)N1CCC2(CCCN(C(=O)Nc3ccc(OC)cc3)C2)CC1	9%	-4%	2%
100	Cc1cccc(CC(=O)NCCN2CCCCC2)c1	-11%	5%	-15%

# Some of the compounds tested; count on the stated rates, not on these rows.
